# Compound activity as filed in PubChem BioAssay.
# Lmaj promast: reduces viability of Leishmania major promastigotes; resazurin fluorescence viability; inhibition, % at 10 µM; hit rate 9% among 200,000; in the data active = inhibition above about 50%;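 also: promastigotes grown with compound for 44 hours at 28 °C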
# PPARg SRC-1 ag: promotes SRC-1 coactivator recruitment by human PPARgamma; AID 631; PPARgamma-SRC-1 coactivator recruitment biochemical assay; activation, % at 8 µM; P37231; hit rate 0.41% among 200,000; in the data active = activation above about 19%;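 also: 0% = DMSO and 100% = reference agonist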
# Target sequence (P37231 whole entry, looked up): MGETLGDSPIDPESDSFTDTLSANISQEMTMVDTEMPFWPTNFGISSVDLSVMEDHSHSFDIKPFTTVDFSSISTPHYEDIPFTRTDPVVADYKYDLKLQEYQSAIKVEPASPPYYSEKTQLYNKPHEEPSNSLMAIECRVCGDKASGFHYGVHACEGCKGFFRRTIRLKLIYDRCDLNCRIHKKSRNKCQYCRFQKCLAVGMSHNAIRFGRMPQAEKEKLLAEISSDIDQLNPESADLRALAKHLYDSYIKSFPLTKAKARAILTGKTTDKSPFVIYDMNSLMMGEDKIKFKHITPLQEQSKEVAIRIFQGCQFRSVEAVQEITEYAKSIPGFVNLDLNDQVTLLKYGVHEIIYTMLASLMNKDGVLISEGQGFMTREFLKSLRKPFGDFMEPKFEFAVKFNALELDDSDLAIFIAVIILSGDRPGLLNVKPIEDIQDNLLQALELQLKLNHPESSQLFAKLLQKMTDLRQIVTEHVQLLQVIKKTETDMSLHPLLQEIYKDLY
# PPARg SRC-3 ag: promotes SRC-3 coactivator recruitment by human PPARgamma; hit rate 0.26% among 200,000; AID 731; biochemical PPARgamma/SRC-3 coactivator recruitment assay; activation, % at 8 µM; in the data active = activation above about 23%;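 also: 0% = DMSO and 100% = reference agonist; some compounds past the cut are filed as inactive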
# Redox H2O2 prof: compounds producing H2O2 with reducing agent – biochemical, NIH compound library profiling, artefact control for MLSCN library redox annotation, primary screen; DTT-dependent redox cycling H2O2, phenol red/HRP absorbance; 100% = 100 µM peroxide control, 0% = buffer; hit rate 0.03% among 200,000; AID 878; activation, % at 10 µM;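 active = activation of at least 50% relative to the plate's high and low controls in the primary single-dose screen; inactive = activation below 50%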;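 also: compound incubated with DTT at 0.8 mM final as the reducing agent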
# bIAP inh: blocks bovine intestinal alkaline phosphatase activity; purified bovine IAP, CDP-star luminescence, 30 min; inhibition, % at 20 µM; 190,000 tested, under 10 active; AID 1019;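 active = over 50% inhibition of intestinal alkaline phosphatase at 20 µM in the single-dose screen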
#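 Assay system: bovine IAP enzyme; medium: DEA buffer 100 mM, pH 9.8, with MgCl2 1.0 mM, ZnCl2 0.02 mM; doses: 20 µM single dose; incubation: enzyme reaction for 30 min at room temperature; detection: CDP-star luminescence signal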
# SRC2 TRFRET art: counter-screen for PPARgamma SRC-2 recruitment agonists: TR-FRET artefact | hits give high values | TR-FRET ratio at 8 µM | hit rate 0.4% among 200,000 | AID 1049; in the data active = TR-FRET ratio above about 2000; also: inactives centre near 1500; reference of the scale not given here
# S1P3 antagonist: antagonists of human S1P3 receptor; Q99500; CHO S1P3 NFAT-BLA reporter, FRET fluorescence, antagonist mode; inhibition, % at 4.98 µM; hit rate 0.27% among 170,000; AID 485;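 active = inhibition above the plate cutoff, the mean inhibition of test wells on that plate plus 3 SD, cut at about 28% in these data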;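 also: cells challenged with S1P at its EC80 of 0.8 µM; blue over green emission ratio from cleaved BLA substrate after 4 h stimulation; 0% = S1P-stimulated wells and 100% = unstimulated DMSO-only wells; some compounds past the cut are filed as inactive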
# Target sequence (Q99500 whole entry, looked up): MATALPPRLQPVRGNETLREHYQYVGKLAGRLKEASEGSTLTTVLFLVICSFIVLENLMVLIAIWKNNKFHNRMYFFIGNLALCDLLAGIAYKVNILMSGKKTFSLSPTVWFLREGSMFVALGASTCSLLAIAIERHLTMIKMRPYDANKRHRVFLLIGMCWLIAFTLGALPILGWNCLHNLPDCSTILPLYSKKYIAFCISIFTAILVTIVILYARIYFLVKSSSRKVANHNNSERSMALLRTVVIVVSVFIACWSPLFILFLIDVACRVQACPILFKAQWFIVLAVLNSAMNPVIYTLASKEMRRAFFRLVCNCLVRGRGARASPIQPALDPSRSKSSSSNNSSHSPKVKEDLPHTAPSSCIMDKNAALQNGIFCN
# bIAP activator: increases bovine intestinal alkaline phosphatase activity; activation factor at 20 µM; hit rate 0.17% among 200,000; purified bovine IAP, CDP-star luminescence, 30 min; hits give high values; fold of DMSO-control signal, blank-subtracted; AID 1016;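 active = activation factor of 2 or more at 20 µM, a signal rise over negative controls twice the positive control's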
# TLR4-MyD88 BLA: inhibitors of human TLR4-MyD88 binding; O00206+Q99836; HeLa CL3-4 TLR4/MyD88 BLA complementation, FRET ratio; inhibition, % at 8.4 µM; hit rate 0.18% among 200,000; in the data active = inhibition above about 25%;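 also: 0% = vehicle and 100% = reference inhibitor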
# ROMK mod: human ROMK K+ channel modulation, primary screen; P48048; hit rate 2% among 130,000; Tet-inducible ROMK, thallium flux fluorescence; actives lie on both sides; B-score at 10 µM;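 active = signal ratio slope over the read window, or its plate-corrected B-score, at least 3 SD from the plate mean, either direction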;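 also: B-score of the F/F0 ratio slope over 7 to 12 s after thallium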
# PPARg SRC2 recr: agonists of SRC-2 recruitment by human PPARgamma; hit rate 0.34% among 200,000; activation, % at 8 µM; PPARgamma LBD-SRC-2 recruitment, biochemical; in the data active = activation above about 22%;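 also: 0% = vehicle and 100% = reference agonist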
# Numbers without * were called inactive; nt = not tested or not shown.
SMILES,Lmaj promast,PPARg SRC-1 ag,PPARg SRC-3 ag,Redox H2O2 prof,bIAP inh,SRC2 TRFRET art,S1P3 antagonist,bIAP activator,TLR4-MyD88 BLA,ROMK mod,PPARg SRC2 recr
CC(C)(C)NC(=O)CN1C(=O)/C(=C/c2ccccc2)SC1=S,11,2,-3,0.1,0,1539,-19,1,-4,-0.083,-5
CC(=O)CCC(=O)NCCc1ccccc1F,10,6,-5,-0.9,9,1590,-1,0.9,-18,nt,-7
CCn1c(SCC(N)=O)nnc1C(C)C,-4,1,3,-1.6,0,1513,-20,1,-1,nt,5
Cc1nc2sc3c(O)cc(=O)[nH]c3c2c(C)c1C,0,6,1,-0.1,3,1505,nt,1,-6,1,8
Cc1ccc(NC(=O)c2cccc(Cl)c2)nc1,-3,6,2,1.2,3,1664,-8,1,11,-0.025,4
N#CC(Cc1ccc(OC(F)F)cc1)c1nc2ccccc2[nH]1 (stereo not drawn),-1,0,-4,-0.1,-6,1553,10,1.1,2,nt,7
CCc1nnc(NC(=O)CSc2nc3cccnc3n2Cc2ccccc2)s1,-1,4,5,-0.5,-6,1507,nt,1.1,-3,nt,15
Cc1cc(=O)cc(C)[nH]1,-6,-3,4,1.9,-4,1697,-29,1,-10,nt,7
CCNC(=S)NS(=O)(=O)c1ccccc1,-3,15,5,-5.0,-1,1625,nt,1,-2,nt,8
CCc1ccc(OCC(=O)N/N=C(\C)c2ccc(OC(F)F)cc2)cc1,69*,-2,-1,0.2,8,1480,3,0.9,7,0.32,-10
O=C1c2ccccc2C(=O)N1CCN1CCCCC1,-15,0,0,1.2,-6,1669,-33,1.1,-9,nt,7
C/C(=N\NC(=O)c1c(Cl)c(C)nn1C)c1cccc(NC(=O)COc2ccccc2)c1,0,10,5,-6.7,-7,1551,nt,1.1,-13,4.1*,9
CCCOc1ccc(C(O)CCNC(CC(=O)O)c2ccccc2)cc1 (stereo not drawn),-4,-5,4,-0.3,3,1618,-11,1,3,0.12,6
COC(=O)Cn1c(=NC(=O)C2COc3ccccc3O2)sc2cc(S(N)(=O)=O)ccc21 (stereo not drawn),-1,5,2,-0.2,-3,1569,-2,1,-11,-0.24,1
CC(=O)Nc1ccc(N2CCN(C(=O)c3cccs3)CC2)cc1,-10,-2,5,-3.0,3,1634,-10,1,11,nt,3
COC(=O)c1cccc(NC(=O)CCc2cc(OC)c(OC)c(OC)c2)c1,59*,-14,-3,nt,7,1549,4,0.9,-4,nt,-2
CCN(CC(=O)Nc1ccc2c(c1)OCCO2)Cc1cc(=O)oc2c(C)c(C)ccc12,81*,-5,-1,2.3,-10,1507,1,1.1,-18,nt,-1
CCOC(=O)c1nc(Nc2ccccc2)c2ccccc2n1,31,8,-1,0.4,18,1443,nt,0.8,7,1.3,0
CN(C)c1ccc(NC(=O)CCCc2ccccc2)cc1,76*,3,-7,2.2,10,1586,-11,0.9,-11,nt,-3
CC(C)C[C@H](NC(=O)c1nc[nH]c1C(=O)N(C)Cc1ccccc1)C(=O)OCc1ccccc1,19,3,-1,1.0,-21,1527,-10,1.2,-18,nt,2
CC(C)c1ccccc1NC(=O)Cn1c(-c2ccccc2Cl)nc2ccccc21,11,-6,1,-0.6,5,1430,-2,0.9,-8,0.048,2
Cc1ccc2nsnc2c1S(=O)(=O)N(Cc1ccco1)Cc1cc2cccc(C)c2[nH]c1=O,11,10,2,-0.1,8,1513,14,0.9,0,-0.41,2
CN(CC(=O)O/N=C(\N)c1ccccn1)S(=O)(=O)c1ccc(Br)cc1,-8,0,10,-1.4,4,1674,nt,1,-1,nt,5
COc1cccc(NC(=O)c2cc3c(=O)n4ccccc4nc3n(CC(C)C)c2=N)c1,4,0,-2,0.3,10,1424,-6,0.9,4,-0.38,4
CCOC(=O)C1(Cc2ccccc2)CCCN(CCCn2cccn2)C1 (stereo not drawn),91*,2,2,0.2,3,1405,-7,1,-6,-0.15,-4
Cc1sc2ncnc(N3CCN(c4ncccn4)CC3)c2c1C,1,-1,-12,0.0,1,1706,30,1,0,-1.5,4
CS(=O)(=O)N(CC(=O)Nc1ccc2c(c1)OCO2)c1ccc(Cl)cc1,2,5,3,-0.3,3,1338,nt,1,-2,nt,-3
O=C(Nc1ccc2c(c1)OCCO2)c1cnc2n(c1=O)CCS2,-3,-1,-2,-0.7,6,1403,-36,0.9,-12,nt,2
CC1=NCCN1S(=O)(=O)c1cccc([N+](=O)[O-])c1,0,10,-1,0.5,17,1509,-9,0.8,-9,0.035,0
Cc1ccc(C(=O)CSc2nnc(-c3ccco3)n2Cc2ccccc2)cc1,15,7,2,2.9,16,1714,nt,0.8,5,nt,4
CC1(C)CC(=O)C2=C(C1)N1CCCCC1CC2=O (stereo not drawn),-5,1,-8,0.0,2,1515,-8,1,5,-0.081,-7
COC(=O)c1nnn(CC(=O)Nc2ccc(C)c(F)c2)c1C(=O)OC,-5,-4,8,0.3,15,1449,nt,0.8,12,nt,4
Cc1ccc(OCC(=O)NNC(=S)NCc2ccccc2)cc1,-2,-1,3,0.1,0,1349,-3,1,12,0.8,4
Cc1ccc(C)c(N(CC(=O)Nc2ccccc2C(=O)NCc2ccco2)S(=O)(=O)c2ccccc2)c1,20,3,4,1.9,7,1475,-5,0.9,3,nt,5
O=C(O)C1CCCCN1S(=O)(=O)c1ccc(Cl)s1 (stereo not drawn),-5,-6,-1,0.1,2,1433,-38,1,-10,nt,-6
OCCNCCCCOc1ccccc1F,19,-3,-9,2.4,7,1462,-24,0.9,10,0.44,-11
O=C(CCn1c(=O)sc2ccccc21)Nc1ccon1,-2,-2,-1,1.5,-8,1535,-1,1.1,11,-0.33,10
O=c1c2ccccc2nnn1CSc1nc2ccccc2c(=O)n1CCCO,2,3,4,-0.4,-4,1640,1,1,-6,-1.2,2
Brc1ccc(-c2csc(N3CCOCC3)n2)cc1,-3,7,1,-0.6,3,1550,-3,1,-8,0.42,1
COc1ccccc1CNC(=O)N[C@@H](Cc1ccccc1)C(=O)O,-6,0,-8,1.4,6,1431,-39,0.9,-10,nt,-4
FC(F)(F)c1nnc2sc(-c3ccco3)nn12,-7,6,10,2.2,-2,1619,-18,1,12,1.5,8
CC(C)c1nnc(NC(=O)C2CCN(S(=O)(=O)c3ccc(-n4cnnn4)cc3)CC2)s1,-8,7,5,-0.8,-24,1788,14,1.2,-8,-0.063,4
O=C(COc1ccccc1[N+](=O)[O-])N/N=C/c1cccs1,22,-2,5,0.1,5,1603,9,1,7,nt,-8
C=CCn1c(SCC(=O)c2c(N)n(C)c(=O)n(C)c2=O)nnc1-c1ccncc1,-8,7,-2,-1.5,-12,1561,-15,1.1,7,-0.043,2
O=C(Nc1ccc(OCC(F)(F)C(F)F)c(C(F)(F)F)c1)c1ccc(Cl)cc1,11,10,5,2.5,nt,1448,nt,nt,-9,nt,-2
O=C(NCCOCCOCCNC(=O)c1cccnc1)c1cccnc1,-4,5,5,-1.0,-6,1506,nt,1.1,0,0.19,7
O=C(c1cc2nc(-c3ccco3)cc(C(F)(F)F)n2n1)N1CCN(c2ccccn2)CC1,2,0,11,1.3,-7,1597,-27,1.1,9,nt,1
COc1ccc2c(c1)C(=O)N(c1ccc(C)cc1)C(=O)C2,1,0,3,1.0,6,1386,nt,0.9,10,0.57,9
c1cc(Nc2ncnc3sc4c(c23)CCC4)ccn1,-5,0,5,-0.2,9,1654,1,0.9,-3,-0.31,5
CC(Sc1nnc(-c2cccs2)n1-c1ccccc1)C(=O)NCc1ccco1 (stereo not drawn),-1,6,5,-0.1,0,1657,nt,1,5,nt,4

# Additional structures follow.
SMILES,Lmaj promast,PPARg SRC-1 ag,PPARg SRC-3 ag,Redox H2O2 prof,bIAP inh,SRC2 TRFRET art,S1P3 antagonist,bIAP activator,TLR4-MyD88 BLA,ROMK mod,PPARg SRC2 recr
CC1=C(C(=O)Nc2ccccc2)C(c2cccs2)C(C#N)=C(SCC#N)N1 (stereo not drawn),-5,9,13,3.2,6,1537,12,0.9,3,nt,7
O=C(NCC(=O)N1CCCC1)c1cccs1,0,7,9,0.2,7,1643,-18,0.9,-4,nt,3
Cc1ccc(/C=C/C(=O)Nc2ccc(S(N)(=O)=O)cc2)o1,-6,5,-1,-0.9,7,1625,-10,0.9,10,-0.56,-2
O=C(Cc1c[nH]c2ccccc12)Nc1nnc(C2CC2)s1,-4,-4,-5,-0.4,-16,1399,-13,1.2,-17,-0.14,-3
O=C(CSCc1ccc(F)cc1)Nc1ccccc1C(=O)N1CCOCC1,-6,8,4,0.3,8,1589,0,0.9,-12,nt,9
COc1ccc(/C=N/NC(=O)Cn2c(Cc3ccc(OC)c(OC)c3)nc3ccccc32)cc1,22,8,-3,-0.7,3,1726,-4,1,-14,0.51,15
CCOc1ccc(NC(=O)CC2C(=O)N(C)C(=S)N2Cc2ccco2)cc1 (stereo not drawn),-3,-12,-2,0.1,26,1493,-7,0.7,13,nt,2
CCC1CCCCN1C(=O)COc1ccc(F)cc1 (stereo not drawn),3,-4,-1,0.1,-5,1616,-11,1,-5,-0.97,4
COc1cc(-c2[nH]nc3c2C(c2ccoc2)C(C#N)=C(N)O3)cc(OC)c1OC (stereo not drawn),15,2,8,2.2,6,1641,nt,0.9,-6,nt,-4
CCOC(=O)c1cc(-c2ccc(C)cc2)n(CCC(=O)NC(C)CC)c1C (stereo not drawn),6,-2,9,0.1,6,1544,nt,0.9,5,-0.44,11
Fc1ccc(Nc2nc(Oc3ccc4c(c3)OCO4)nc(N3CCOCC3)n2)c(F)c1,20,-5,-8,0.1,-5,1301,nt,1.1,-14,0.083,-6
COc1ccccc1N1CCN(c2nc3c(C)cccn3c(=O)c2C=O)CC1,-2,2,10,-4.8,3,1837,nt,1,-9,nt,9
O=C(CCNC(=O)Cn1ccc2ccccc2c1=O)NCCCN1CCN(c2ccc(F)cc2)CC1,-4,10,16,-0.7,-11,1608,0,1.1,16,0.0033,9
CCC(c1nnnn1Cc1ccc(OC)cc1)N(CCCO)Cc1cc2cc3c(cc2[nH]c1=O)OCO3 (stereo not drawn),0,3,2,0.3,-6,1572,nt,1.1,2,-1.1,7
O=C(CCn1c(=O)oc2ccccc21)Nc1nc2ccccc2s1,-4,2,-6,-3.3,10,1708,nt,0.9,1,nt,10
CC(C)OC(=O)COc1ccc(-c2ccccc2)cc1,-8,2,-2,-0.1,7,1498,nt,0.9,4,0.54,0
O=C(NCC1CCCO1)c1cc(S(=O)(=O)N2CCCC2)c(Cl)cc1Cl (stereo not drawn),-7,7,6,0.7,-1,1623,-14,1,-6,0.9,10
COc1ccc(/C=C/C(=O)OCc2cccc([N+](=O)[O-])c2)cc1,16,-6,0,-0.1,-4,1603,-11,1,1,0.32,3

# Just Lmaj promast, SRC2 TRFRET art and bIAP inh (2 entries from above):
canonical_smiles	Lmaj promast	SRC2 TRFRET art	bIAP inh
CC(Sc1nnc(-c2cccs2)n1-c1ccccc1)C(=O)NCc1ccco1 (stereo not drawn)	-1	1657	0
CC1=C(C(=O)Nc2ccccc2)C(c2cccs2)C(C#N)=C(SCC#N)N1 (stereo not drawn)	-5	1537	6

# An unsorted share of the library; about 11% have a hit in one of these screens.
